Screening results from PubChem BioAssay.
PTAP TSG101 blk = qHTS Assay for Iinhibitors of HIV-1 Budding by Blocking the Interaction of PTAP/TSG101 | Tumor susceptibility gene 101 protein (Homo sapiens), Q99816 | Fluorescence polarization, FITC-PTAP peptide / Tsg101 binding | Potency, µM (titrated, usually from 115 µM), inactives show at the highest dose activity change, negative = inhibition, actives largely listed as inhibitors | 340,000 tested, under 10 active | AID 493005, 2010; active = well fitted inhibition curve with a large enough effect in the main read-out, with a control signal flat, not every such curve was filed as active; inconclusive = small, poorly fitted or top-dose-only effect, or effect the other way, or a change in a side signal; inactive = no such curve, though single readings can be large or run the other way; note: potency is the fitted concentration of half-maximal effect; % of control where 0% means no effect
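Tsg101 binding domain (10 uM final) was mixed with compound and a FITC-labeled PTAP peptide (50 nM final) in HEPES pH 7.5 buffer with NaCl, Tween 20, EDTA and TCEP; fluorescence polarization was read after 20 min at r.t.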
AT treatment = qHTS Assay for Identifying a Potential Treatment of Ataxia-Telangiectasia; […] A-T fibroblasts, KAP-1 phosphorylation AlphaLISA; neocarzinostatin DNA damage 30 min before lysis; 320,000 tested, 0.19% active; Potency, µM (top dose mostly 57.5 µM), for the others: top-dose activation, most hits filed as activators; AID 485349, 2010; note: potency is the fitted concentration of half-maximal effect; % of control where 0% means no effect; nearly all actives have a fitted effect of over 45% in size
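hTERT-immortalized A-T patient fibroblasts ([…]), 500 cells/well in OPTI-MEM, 1% FBS, got compounds for 60 min, then NCS for 30 min at 37C. Lysates were then assayed for phospho-KAP-1 by AlphaLISA (anti-pKAP1 donor, anti-KAP1 acceptor beads), 6 hr at 25C.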
Mito fusion act = qHTS Assay for Small Molecule Inhibitors of Mitochondrial Division or Activators of Mitochondrial Fusion | S. cerevisiae fusion-defective mutant growth rescue, CellTiterGlo 48 h | Potency, µM (top dose mostly 46.1 µM), for the others: at the highest dose growth rescue (activation), hits mostly activators | 320,000 tested, 0.23% active;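 note: potency is the fitted concentration of half-maximal effect; % of control where 0% means no effect; nearly all actives have a fitted effect of over 45% in size; temperature-sensitive fusion mutants such as fzo1-1 at 37 °C on non-fermentable ethanol glycerol medium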
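S. cerevisiae fusion-defective temperature-sensitive mutants (e.g. fzo1-1, mgm1-5) grown 48 h at 37C in YPEG (ethanol/glycerol non-fermentable) medium with 23 nl compound per well; growth rescue read as CellTiterGlo luminescence.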
TSHR antagonist = Antagonists of the Thyroid Stimulating Hormone Receptor: HTS campaign; TSHR-expressing cells, TSH-stimulated cAMP HTRF, 2 h; active compounds read low; activity change, negative = inhibition, % at 11.5 µM; 330,000 tested, 0.2% active;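 active = activity change below a set negative limit, meaning inhibition stronger than a set level, cut at about -70% in these data; inconclusive = activity change between two set negative limits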; note: % is set by controls: 0 for no effect and ±100 for the full control effect
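Cell-based HTRF cAMP assay; TSHR cells + compound, TSH EC80 (4nM final), 2 h, 37 deg C. Lysis with anti-cAMP cryptate and cAMP-d2, 30 min RT, read 665/620 nm.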
MBNL1-CUG inh = qHTS Assay for Inhibitors of MBNL1-poly(CUG) RNA binding | Muscleblind-like protein 1 (Homo sapiens), Q9NR56 | TR-FRET MBNL1-His/biotin-(CUG)12 binding, 665/545 ratio | Potency, µM (top dose mostly 57.5 µM), without a hit: at the highest dose activity change, negative = inhibition, usual class: inhibitors | 280,000 tested, 0.036% active; active = well fitted inhibition curve with a large enough effect in the signal ratio, with a control signal flat, not every such curve was filed as active; inconclusive = small, poorly fitted or top-dose-only effect, or effect the other way, or a change in a side signal; inactive = no such curve, though single readings can be large or run the other way; the % refers to the signal ratio; note: potency is the fitted concentration of half-maximal effect; % is set by controls: 0 for no effect and ±100 for the full control effect
Target sequence (Q9NR56 whole entry, looked up): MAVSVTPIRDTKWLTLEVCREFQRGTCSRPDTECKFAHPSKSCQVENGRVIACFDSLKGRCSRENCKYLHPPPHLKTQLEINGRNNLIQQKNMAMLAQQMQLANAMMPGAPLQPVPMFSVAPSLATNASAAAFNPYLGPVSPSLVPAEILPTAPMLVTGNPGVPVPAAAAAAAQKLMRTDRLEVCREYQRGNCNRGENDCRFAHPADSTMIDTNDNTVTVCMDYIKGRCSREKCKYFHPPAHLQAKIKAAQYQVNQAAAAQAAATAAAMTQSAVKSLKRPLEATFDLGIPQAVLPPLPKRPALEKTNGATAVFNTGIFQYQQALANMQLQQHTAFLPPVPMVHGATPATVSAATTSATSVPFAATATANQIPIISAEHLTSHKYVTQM
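Inhibition of protein-RNA binding appears as loss of TR-FRET between terbium anti-His antibody on MBNL1-His and streptavidin-XL665 on biotin-(CUG)12. Activity is normalized to buffer-only and uninhibited-complex controls.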
Menin MLL FP TR = qHTS Assay for Inhibitors Targeting the Menin-MLL Interaction in MLL Related Leukemias: Competition With Texas Red Labeled MLL-derived Mutant Peptide; Menin + Texas Red MLL mutant peptide, fluorescence polarization; 270,000 tested, 0.23% active; Potency, µM (titrated, usually from 61.6 µM), for inactives: at the highest dose FP activity change, negative = inhibition, usual class: inhibitors; active = well fitted inhibition curve with a large enough effect in the polarisation, with a control signal flat, not every such curve was filed as active; inconclusive = small, poorly fitted or top-dose-only effect, or effect the other way, or a change in a side signal; inactive = no such curve, though single readings can be large or run the other way; the % refers to the polarisation; note: potency is the fitted concentration of half-maximal effect; % of control where 0% means no effect; many of its hits are not listed in these tables
Target sequence (O00255 whole entry, looked up): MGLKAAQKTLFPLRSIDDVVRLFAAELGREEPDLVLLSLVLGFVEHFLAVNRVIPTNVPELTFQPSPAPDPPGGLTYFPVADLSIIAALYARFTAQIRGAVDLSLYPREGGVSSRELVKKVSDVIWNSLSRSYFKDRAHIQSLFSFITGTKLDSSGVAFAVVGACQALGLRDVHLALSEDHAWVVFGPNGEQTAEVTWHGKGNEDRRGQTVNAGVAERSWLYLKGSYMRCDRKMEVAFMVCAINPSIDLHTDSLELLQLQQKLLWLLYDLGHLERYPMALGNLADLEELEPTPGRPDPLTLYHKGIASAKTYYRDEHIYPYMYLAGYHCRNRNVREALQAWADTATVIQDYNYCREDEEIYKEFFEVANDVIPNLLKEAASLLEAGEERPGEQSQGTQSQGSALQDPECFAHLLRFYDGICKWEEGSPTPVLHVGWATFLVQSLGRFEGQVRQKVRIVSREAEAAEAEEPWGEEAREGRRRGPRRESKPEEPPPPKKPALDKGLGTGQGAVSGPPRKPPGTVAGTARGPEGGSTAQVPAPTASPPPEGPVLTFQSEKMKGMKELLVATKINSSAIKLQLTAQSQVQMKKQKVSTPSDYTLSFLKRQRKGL
TCR activator = Activators of T cell receptors: qHTS campaign. primary human leukocytes, anti-CD3, IL-2 HTRF, 48 h. Potency, µM (doses to about 9.22 µM), for inactives: at the highest dose activation of IL-2 secretion, usual class: activators. 330,000 tested, under 10 active; note: % of control where 0% means no effect
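Human primary leukocytes + a-CD3 beads + cpd, 48 hr; IL-2 in supernatant by HTRF (ex 320nm / em 665nm). No co-stimulatory signal supplied.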
S-ASM inh = Inhibitors of Secretory Acid Sphingomyelinase (S-ASM): qHTS; Sphingomyelin phosphodiesterase (Homo sapiens), P17405; placental ASM, HMU-PC fluorogenic substrate, 60 min; Potency, µM (top dose mostly 57.5 µM), for inactives: top-dose activity change, negative = inhibition, usual class: inhibitors; 340,000 tested, 0.006% active; note: potency is the fitted concentration of half-maximal effect
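qHTS format. ASM enzyme prepared from human placenta hydrolyses the fluorogenic substrate HMU-PC0 (9 uM final) over 60 min at 37 °C after a 10 min compound preincubation.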
a7 integrin act = qHTS for Activators of Integrin-Mediated Alleviation for Muscular Dystrophy. Potency, µM (series often up to 38.3 µM), inactives show at the top dose activation, hits mostly activators. 350,000 tested, 0.064% active. AID 624291, 2012. alpha7betagal myoblasts, beta-gal FDG fluorescence, 48 h;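 note: potency is the fitted concentration of half-maximal effect; 100% = response of the positive control SU9516; nearly all actives have a fitted effect of over 60% in size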
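alpha7betagal+/- myoblasts (passage 13, 250/well) treated 48 h at 37C with compounds at 1:260 dilution of DMSO stock. Lysed, then beta-galactosidase activity read as FDG fluorescence (ex 480/em 540) after 30 min, with pre-read for autofluorescence.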
CXXC DNA block = qHTS Fluorescence Polarization Assay for Inhibitors of MLL CXXC domain - DNA interaction | Histone-lysine N-methyltransferase 2A (Homo sapiens), Q03164 | MLL-CXXC / FITC-HOXA9 DNA fluorescence polarization | Potency, µM (doses to about 115 µM), inactives show at the top dose activity change, negative = inhibition, most hits filed as inhibitors | 290,000 tested, 0.037% active | AID 2662, 2010; active = well fitted inhibition curve with a large enough effect in the polarisation, with a control signal flat, not every such curve was filed as active; inconclusive = small, poorly fitted or top-dose-only effect, or effect the other way, or a change in a side signal; inactive = no such curve, though single readings can be large or run the other way; the % refers to the polarisation; note: potency is the fitted concentration of half-maximal effect
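Steps: dispense CXXC domain solution (7 uM) → pin compounds or unlabeled HOX-A9 DNA control → 5 min ambient → add FLSN-HOX-A9 solution (50 nM) → spin → 30 min ambient → fluorescence polarization. Tris pH 7.5/NaCl/DTT/BSA buffer.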
* marks the source's active call; other numbers are inactive results; ? = inconclusive; . = no result given; [ ] = dose if it differs, or a comment. Unless noted, calls come from the whole dose curve; as a rule, active = well fitted curve in the direction sought with a large enough effect; inconclusive = small, poorly fitted or top-dose-only effect, or another doubt; inactive = no such curve, though single readings can be large; an effect the other way counts as inactive or inconclusive.

canonical_smiles,PTAP TSG101 blk,AT treatment,Mito fusion act,TSHR antagonist,MBNL1-CUG inh,Menin MLL FP TR,TCR activator,S-ASM inh,a7 integrin act,CXXC DNA block
CCOC(=O)C1=NN(c2ccc(C)cc2)CC1C(=O)OC (stereo not drawn),0%,27%,4%,31,?,-7%,-8%[46.1 µM],95%[activator],-5%,-9%
CC(=O)Nc1ccc(N(C(=O)CNC(=O)c2cccs2)C(C(=O)NCC2CCCO2)c2ccccc2)cc1 (stereo not drawn),-1%,8%,2%,15,-12%,-6%,2%,-3%,?,1%
CC(=O)Oc1ccccc1C(=O)Oc1ccccc1C(=O)O,-2%,-7%,1%,.,.,-14%,6%,4%,.,.
CCOC(=O)Cc1nc2ccccc2n(CC#N)c1=O,-1%,2%,-6%,22,4%,-1%,.,23%,24%,33%[activator]
O=S1(=O)CCOCCCN1Cc1ccccc1F,-1%,2%,3%,6,-3%,-4%,5%,-5%,4%,-9%
CCCNC(=O)c1onc(CSc2nc3ccccc3[nH]2)c1C(=O)NCCC,-9%,3%,-2%,5,2%,-16%,2%,-1%,-4%,-3%
NC(=O)c1c(NC(=O)CSc2nnc(-c3ccco3)n2-c2ccccc2)sc2c1CCC2,-5%,7%,7%,12,4%,-3%,0%,-3%,-41%,3%
CCO/C=N/c1c(C#N)c(CC#N)nn1-c1ccccc1,-3%,2%,-2%,2,-3%,-2%,0%,-1%,-14%,2%
Cc1csc(=O)n1CCC(=O)OCc1nnc(-c2ccccc2)o1,-4%,-6%,-3%,-11,.,.,-10%,0%,1%,.
CCN1CCN(c2cc(=O)n(Cc3ccc(F)cc3)c(=O)[nH]2)CC1,-4%,4%,-3%,45,8%,-1%,-7%,4%,-19%,-3%
CNC(=O)CCc1ccc(OC)cc1,-8%,-3%,-2%,-8,1%,.,-3%,3%,18%,1%
O=C(NC1CCCC1)c1cc(S(=O)(=O)N2CCCC2)ccc1Cl,0%,2%,1%,10,-1%,.,-1%,7%,11%,-3%
CCC(C)NCCOc1ccc(C)cc1[N+](=O)[O-] (stereo not drawn),-4%,2%,-1%,-8,17%,-11%,2%,-1%,16%,0%
O=C(NCCCc1ccccc1)c1ccccc1O,-9%,.,7%,41,-4%,1%,10%,-7%,-6%,-5%
CCCCC(=O)Nc1cccc(NC(=O)c2ccc3c(c2)OCO3)c1,-1%,-4%,0%,-6,-7%,18%,-10%,0%,0%,22%
O=c1ccc(Cc2ccccn2)n[nH]1,2%,3%,1%,21,11%,1%,-3%,4%,27%,27%
Cc1ccc(CNC(=O)c2cc3c(s2)CN(Cc2ccccc2)C3)cc1,-1%,4%,1%,3,50%[activator],?,5%,7%,?,-1%
COC(=O)CCCn1c(C)cc(C(=O)CCl)c1C,2%,-4%,20%,-5,1%,-9%,6%,-1%,-62%[inhibitor],8%
COc1ccc(-c2coc3c(CN4CCOCC4)c(O)ccc3c2=O)cc1,-4%,-23%,23%,-13,-3%,2%,-7%,16%,0%,-10%
CC1CCN(C(=O)CSc2nnc(Cc3cccn3C)n2-c2ccc(F)cc2)CC1,1%,6%,0%,-7,-3%,-13%,1%,0%,26%,0%
CC1=C(C(=O)OC(C)C)C(c2cccs2)N2C(=O)CCSC2=N1 (stereo not drawn),-3%,5%,8%,-2,8%,8%,-2%,0%,-12%,-5%
CC(=O)c1ccc(-n2nnnc2SCC(=O)NNC(=O)c2ccco2)cc1,-6%,-1%,-2%,-5,-2%,1%,-9%,4%,18%,3%
COc1ccccc1N=Cc1c(C)c(C#N)c2[nH]c3ccccc3n2c1=O,?,0%,-4%,-9,5%,-3%,8%,13%,20%,?
C=CCNC(=O)c1cnn(-c2ccccc2)c1-c1ccccc1,1%,10%,11%,-7,-6%,?,-16%,-3%,?,-2%
Cc1ccc(C)c(S(=O)(=O)C(C#N)c2nc3ccccc3nc2N2CCOCC2)c1 (stereo not drawn),-9%,-10%,22%,-3,1%,?,3%,14%,18%,3%
CCc1ccccc1NC(=O)CSc1nc2[nH]c(=O)cc(O)c2s1,-2%,-2%,-6%,3,-2%,?,0%,3%,19%,45%[activator]
Cc1ccc(N2C(=O)N(CC(=O)N(C)Cc3ccccc3)C(=O)C2C)cc1 (stereo not drawn),-7%,12%,3%,0,-1%,.,5%,-1%,-35%,-12%
COC(=O)CSc1nnc(CNc2nc(-c3ccccc3)cs2)n1C,0%,3%,-3%,5,?,-1%,-6%[46.1 µM],-3%,8%,0%
Cc1oc(-c2cccc(Cl)c2)nc1CN1CCC(C(=O)NCC2CCCO2)CC1 (stereo not drawn),-1%,-1%,-1%,3,0%,6%,0%,-1%,11%,0%
O=C(OCN1C(=O)c2ccccc2C1=O)c1cc(S(=O)(=O)N2CCOCC2)ccc1F,-5%,13%,-2%,22,.,.,2%,5%,-7%,.
Cn1nc(C(=O)NCC2COc3ccccc3O2)c2ccccc2c1=O (stereo not drawn),0%,0%,-6%,-2,.,.,-5%,-6%,-8%,.
O=C1c2ccccc2C(Nc2ccc3c(c2)OCCO3)N1c1ccccn1 (stereo not drawn),-11%,-3%,12%,13,0%,-11%,3%[46.1 µM],-3%,-8%,-4%

Profiles, quoted from the list:
Cc1oc(-c2cccc(Cl)c2)nc1CN1CCC(C(=O)NCC2CCCO2)CC1 (stereo not drawn) in the list: PTAP TSG101 blk: -1%; AT treatment: -1%; Mito fusion act: -1%; TSHR antagonist: 3; MBNL1-CUG inh: 0%; Menin MLL FP TR: 6%; TCR activator: 0%; S-ASM inh: -1%; a7 integrin act: 11%; CXXC DNA block: 0%
O=C(OCN1C(=O)c2ccccc2C1=O)c1cc(S(=O)(=O)N2CCOCC2)ccc1F in the list: PTAP TSG101 blk: -5%; AT treatment: 13%; Mito fusion act: -2%; TSHR antagonist: 22; MBNL1-CUG inh: .; Menin MLL FP TR: .; TCR activator: 2%; S-ASM inh: 5%; a7 integrin act: -7%; CXXC DNA block: .
Cc1ccc(C)c(S(=O)(=O)C(C#N)c2nc3ccccc3nc2N2CCOCC2)c1 (stereo not drawn) in the list: PTAP TSG101 blk: -9%; AT treatment: -10%; Mito fusion act: 22%; TSHR antagonist: -3; MBNL1-CUG inh: 1%; Menin MLL FP TR: ?; TCR activator: 3%; S-ASM inh: 14%; a7 integrin act: 18%; CXXC DNA block: 3%

(next part)
canonical_smiles,PTAP TSG101 blk,AT treatment,Mito fusion act,TSHR antagonist,MBNL1-CUG inh,Menin MLL FP TR,TCR activator,S-ASM inh,a7 integrin act,CXXC DNA block
CCOC(=O)C1(Cc2ccccc2)CCN(Cc2ccc3c(c2)OCCO3)CC1,3%,-1%,4%,-1,-11%,-21%,8%,6%,-6%,-6%
CCOC(=O)Cc1c(C)nc2c(-c3ccccc3)c(C)[nH]n2c1=O,.,12%,4%,23,-3%,22%,.,3%,-18%,0%
Cc1cccc(-n2c(O)c(C=Nc3ccccc3O)c3ccccc3c2=O)n1,0%,-3%,2%,-2,?,.,-3%,-4%,-25%,?
COC1CCCCC1Nc1ccc(C)c(C)c1 (stereo not drawn),-7%,5%,-1%,-6,0%,5%,-4%[46.1 µM],4%,8%,-6%
CCO[C@H]1OC(C(=O)O)=C[C@@H](C)[C@@H]1CCCO,-2%,11%,0%,0,-6%,2%,-105%,3%,0%,-12%

A portion of the library; rates above refer to the full screens.
